SIAE primary = inhibitors of human sialic acid acetylesterase SIAE; Q9HAT2; SIAE FP-Rh probe binding, fluorescence polarization; inhibition, % at 9.66 µM; hit rate 0.69% among 370,000; AID 1053197;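 active = inhibition above a cutoff: mean of compounds within the control limits plus 3 SD of those, cut at about 17% in these data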;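 also: 0% = plate median of compound wells and 100% = probe without SIAE protein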
LEDGF integ inh = blocks HIV-1 LEDGF/p75-dependent DNA integration; TR-FRET IN-LEDGF/p75 DNA integration, Eu/Cy5; inhibition, % at 3.7 µM; hit rate 0.64% among 370,000; AID 743269;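 active = inhibition above the screen-wide mean plus 3 SD, cut at about 13% in these data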;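 also: signal is the Cy5 over europium emission ratio at 671 and 618 nm; 0% = plate median of compound wells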
PRMT1 inh = PRMT1 (human) inhibition, primary screen. inhibition, % at 2.79 µM. recombinant PRMT1, activity-based probe fluorescence polarization. AID 652257. Q99873. hit rate 1.3% among 370,000;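 active = inhibition above about 21% made by adding two undisclosed values, limit read from the data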
Target sequence (Q99873 whole entry, looked up): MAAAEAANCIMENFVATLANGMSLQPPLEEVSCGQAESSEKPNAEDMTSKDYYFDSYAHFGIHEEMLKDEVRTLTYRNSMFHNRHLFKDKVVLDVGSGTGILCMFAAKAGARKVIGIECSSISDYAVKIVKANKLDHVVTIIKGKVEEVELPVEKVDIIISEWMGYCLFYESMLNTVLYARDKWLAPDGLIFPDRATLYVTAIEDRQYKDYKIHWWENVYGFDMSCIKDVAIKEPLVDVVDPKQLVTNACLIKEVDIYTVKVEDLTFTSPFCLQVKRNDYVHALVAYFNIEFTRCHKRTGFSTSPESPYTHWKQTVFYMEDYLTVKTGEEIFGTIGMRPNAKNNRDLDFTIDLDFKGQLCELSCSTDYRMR
Tn6 DDE FP = DD(E)-Tn6 binding inhibition, primary FP screen. P02675. Fibrin DD(E) TRITC-Tn6 fluorescence polarization displacement. inhibition, % at 8.3 µM. hit rate 0.21% among 370,000. AID 720509;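 active = inhibition above a per-campaign cutoff: mean of compounds within control limits plus 3 SD, cut at about 15% in these data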;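 also: 0% = median of all compound wells on the plate and 100% = blocking peptide control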
Target sequence (P02675 whole entry, looked up): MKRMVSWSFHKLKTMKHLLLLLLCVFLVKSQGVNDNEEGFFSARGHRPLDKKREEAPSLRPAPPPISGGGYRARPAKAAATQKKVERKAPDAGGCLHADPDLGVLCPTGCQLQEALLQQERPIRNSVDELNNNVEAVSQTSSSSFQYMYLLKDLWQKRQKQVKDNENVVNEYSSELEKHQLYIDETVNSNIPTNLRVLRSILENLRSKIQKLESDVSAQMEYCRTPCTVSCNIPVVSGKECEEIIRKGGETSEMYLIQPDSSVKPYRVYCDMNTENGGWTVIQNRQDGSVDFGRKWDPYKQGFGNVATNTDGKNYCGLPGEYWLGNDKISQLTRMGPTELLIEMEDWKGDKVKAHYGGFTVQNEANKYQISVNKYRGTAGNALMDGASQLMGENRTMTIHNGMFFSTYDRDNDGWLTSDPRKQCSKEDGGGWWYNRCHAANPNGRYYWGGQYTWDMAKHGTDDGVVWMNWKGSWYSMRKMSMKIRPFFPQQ
TDP2 inh = blocks human TDP2 phosphodiesterase activity. O95551. recombinant TDP2, T5PNP hydrolysis, p-nitrophenol absorbance 415 nm. inhibition, % at 12.8 µM. hit rate 0.34% among 370,000;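 active = inhibition above the mean of all tested compounds plus 3 SD, set per campaign, cut at about 25% in these data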;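 also: 0% = DMSO with enzyme and 100% = buffer with substrate but no TDP2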
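Evaluation: % inhibition relative to enzyme-containing and enzyme-free wells. Material: recombinant human TDP2. Benchmarks: enzyme-free and DMSO wells. Timing: enzyme reaction with compound for 2 h at 37 °C. Compound dosing: 12.8 µM only. Measured by: p-Nitrophenol epi absorbance. Reagent: T5PNP substrate at 5 mM, a TopII-DNA adduct mimic. Replication: single well per compound.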
DDE Tn7 FP inh = DD(E)-Tn7 binding inhibition, primary FP screen | inhibition, % at 8.3 µM | hit rate 0.13% among 370,000 | P02675 | FP displacement of FITC-Tn7 peptide from fibrin DD(E); 0% = median of compound wells per plate;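 active = inhibition above the mean of compounds falling within the control limits plus 3 SD of them, cut at about 14% in these data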;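 also: 0% = plate median of compound wells and 100% = 10 µM Aha-Tn7 peptide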
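Assay system: Human clot-derived fibrin DD(E) complex | Buffer or medium: Tris/NaCl/CaCl2 buffer, pH 7.8 | Repeats: One replicate per compound | Benchmarks: Aha-Tn7 high control | Measure: % inhibition scaled between sample-field median and high-control FP | Schedule: 10 min plus 3 h, room temperature | Signal: Fluorescence polarization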
proKLK7 act = activators of human kallikrein-7 zymogen | hit rate 0.9% among 370,000 | activation, % at 7 µM | P49862 | purified proKLK7, EDANS-DABCYL substrate fluorescence; 100% is mature enzyme control, 0% vehicle;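 active = activation above the mean of all tested compounds plus 3 SD, computed per campaign excluding outliers beyond control limits, cut at about 13% in these data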
TCR CD3 inh = inhibitors of human TCR-CD3 interaction. TAMRA-labeled TCR probe fluorescence, biochemical. inhibition, % at 9.4 µM. hit rate 0.37% among 360,000. AID 651800; in the data active = inhibition above about 19%;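 also: recombinant mutant TCR 2C K166C tagged with TAMRA read by polarization; 0% = receptor in buffer alone and 100% = receptor with positive control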
MBD2 inh = blocks human MBD2 binding to methylated DNA; inhibition, % at 4.4 µM; AID 686964; hit rate 0.31% among 370,000; Q9UBB5; TR-FRET, MBD2 binding to methylated oligonucleotide; in the data active = inhibition above about 13%
UHRF1 binding = blocks human UHRF1 binding to methylated DNA; UHRF1 binding to methylated oligo, TR-FRET; hit rate 0.75% among 370,000; inhibition, % at 4.4 µM; AID 687016; Q96T88; in the data active = inhibition above about 21%;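 also: UHRF1 SRA domain binding a hemimethylated CpG hairpin DNA probe; 0% = median of test compound wells and 100% = reference inhibitor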
An asterisk follows results filed as active.

entry	PRMT1 inh	TDP2 inh	LEDGF integ inh	DDE Tn7 FP inh	UHRF1 binding	SIAE primary	SMILES	MBD2 inh	TCR CD3 inh	Tn6 DDE FP	proKLK7 act
1	3	-6	0	2	2	4	Cc1ccc(C)c(NC(=O)CN(C)C(=O)c2cccc(S(=O)(=O)N3CCCC3)c2)c1	2	-7	2	0.3
2	2	9	0	0	1	-2	COc1ccc(-c2nnc(SCc3cccc(C#N)c3)o2)cc1	-5	2	2	0.0
3	2	8	2	2	-2	-3	CCOC(=O)N1CCN(C(=O)COC(=O)c2ccc(N(C)C)cc2)CC1	-3	4	-4	-0.2
4	-1	-7	4	-9	-4	-7	COc1ccc(C(=O)N2CC3(CC(c4ccc(Cl)cc4)=NO3)C[C@H]2C(=O)NCC(N)=O)cc1 (some centres undefined)	-2	5	-15	0.1
5	-2	10	0	0	-1	-2	CN(C)c1nc2ncn(Cc3ccccc3)c2c(=O)[nH]1	1	2	5	0.6
6	-2	-2	1	1	0	-7	CCOc1ccc(S(=O)(=O)N(CCO)CCO)cc1-c1nc2c(C(C)(C)C)nn(C)c2c(=O)[nH]1	-2	-6	1	-0.5
7	4	6	-3	10	3	-3	CCC(C)c1ccc(NC(=O)CN(C)CC(=O)Nc2cccc(OC)c2)cc1 (centres undefined)	0	-6	2	-0.2
8	0	0	1	1	-1	-2	CCCc1nnc(SCC(=O)Nc2nnc(CC)s2)n1CC1CCCO1 (centres undefined)	-3	2	1	-0.2
9	-4	6	0	-1	5	3	COc1ccc(NC(=O)COC(=O)c2ccc(Br)o2)cc1OC	4	4	3	0.1
10	-2	1	2	1	-2	4	CC(C=NNc1ccc([N+](=O)[O-])cn1)=Cc1ccccc1	3	-1	5	0.2
11	-3	11	-1	-3	-2	2	N#CCCn1cc(C(=O)Nc2ccc(C(=O)O)cc2)c(-c2cc3ccccc3o2)n1	-4	3	-3	0.0
12	0	-8	6	-13	6	-4	C[C@@H](Oc1ccccc1)c1nnn(Cc2ccccc2)c1-c1c([C@@H](C)Oc2ccccc2)nnn1Cc1ccccc1	2	1	-8	0.2
13	-3	6	3	2	-1	15	COc1ccc(N2CCN(S(=O)(=O)c3ccc(Cl)c(C(F)(F)F)c3)CC2)cc1	0	3	-2	-0.1
14	-1	5	0	1	-3	-4	COc1cc(NC(=O)CN2CCC(C)CC2)c(C)cc1[N+](=O)[O-]	-4	2	-1	0.1
15	-2	1	-5	12	0	-4	Cn1cccc1C(=O)NCCc1ccc(Cl)cc1	8	-4	3	-0.1
16	2	-8	-2	1	-1	2	Cc1ccc(C(=O)c2c3ccccc3[n+]([O-])n2CCC(N)=O)cc1	1	-7	-1	0.0
17	-2	-10	1	0	-4	-28	O=C(N/N=C/c1ccncc1)c1cc2c(ccc3ccccc32)o1	5	7	-10	-3.5
18	-1	-3	3	1	2	-7	Cc1c(C(=O)N(C)Cc2ccccc2)oc2c(Cl)cccc12	4	3	2	1.2
19	2	-12	-8	7	3	6	Cc1cccc(NS(=O)(=O)c2ccc(C(=O)NCC(C)(C)N3CCOCC3)cc2)c1C	3	-10	-4	0.5
20	0	4	0	5	-2	-11	Cc1cc(C(=O)OCC(=O)Nc2sc3c(c2C#N)CCC(C)C3)c2ccccc2n1 (centres undefined)	2	1	1	-0.2
21	6	-4	-6	3	2	-1	Cc1ccccc1Cn1c(C)c(C(=O)NCc2cccc(C(F)(F)F)c2)sc1=O	2	3	-7	0.3
22	2	-2	-1	-4	9	-3	Cc1cc(NC(=O)CCC(=O)N(CC(=O)NC2CCCC2)c2ccccc2)no1	2	3	-5	0.2
23	2	8	-4	3	3	1	COc1ccccc1C1CC(=O)NC(SCC(=O)Nc2ccccc2)=C1C#N (centres undefined)	3	-1	2	0.1
24	6	9	3	-2	-4	9	COc1ccc(C(C)(C)C)cc1NC(=O)CNc1cccc2ccccc12	0	-8	-2	-3.8
25	-2	-7	-1	-3	8	0	CC1(c2nnc(Cc3ccccc3)o2)CC(c2ccc(F)cc2)=NO1 (centres undefined)	6	8	3	-0.6
26	-2	6	-4	2	-2	5	c1ccc2c(SCc3cn4ccccc4n3)nncc2c1	2	3	-2	0.1
27	2	-9	0	-2	-2	-3	O=C(N1CCOCC1)N(Cc1cccs1)C1CCCC1	4	5	4	0.8
28	-4	-14	1	-2	4	-3	O=C(CN1C(=O)c2cccc([N+](=O)[O-])c2C1=O)OCC(=O)N1CCCCC1	-1	5	0	-0.1
29	2	2	-2	2	1	-7	CCOC(=O)c1ccccc1NC(=O)/C=C/C(=O)O	-1	8	6	-2.0
30	-1	4	0	5	-1	0	COCCN1CC(=O)N(c2cccc(C)c2C)C(c2ccc(Cl)cc2)C1=O (centres undefined)	1	1	9	0.2
31	1	6	-2	-1	3	-1	O=C1N[C@@H](Cc2ccccc2)[C@@H](c2ccco2)O1	-4	-6	3	-0.3
32	6	6	-4	-4	-3	7	COC(=O)c1cc(C(=O)c2cc(Cl)ccc2O)coc1=N	3	-4	-7	-0.2
33	1	-9	-1	0	1	-23	O=C(NCc1ccco1)c1ccc(COc2cccc3ccccc23)cc1	-2	7	3	0.5
34	-2	11	0	4	-4	4	NC(=S)N/N=C/c1ccc(Br)o1	1	7	6	-0.8
35	0	-1	0	6	0	-4	COc1ccccc1NC(=O)N1CCN(C(=O)Nc2ccccc2OC)CC1	4	0	-3	0.1
36	18	2	1	2	-4	12	O=C(CN1CCN(c2ccc(O)cc2)CC1)Nc1ccc(S(=O)(=O)N2CCCC2)cc1	2	-1	1	-0.2
37	3	-8	-3	8	3	-2	Cc1ccc(Cn2ccc(NC(=O)c3cc(C(C)C)on3)n2)cc1	1	-9	1	0.0
38	-1	-14	7	6	-3	13	O=C(CN1C(=O)c2ccccc2C1=O)Nc1ccccc1N1CCOCC1	-6	-5	-4	-0.2
39	3	4	-2	2	-1	-3	O=C(COc1ccccc1F)Nc1ccc(N2CCOCC2)cc1N1CCOCC1	2	3	-3	0.9
40	-2	8	-7	-6	-3	10	Cc1ccc(OS(=O)Nc2cccc3nccnc23)cc1 (centres undefined)	1	1	-6	-0.1
41	5	-1	-3	-1	-1	-6	CC(/C=C/c1ccco1)=N/NC(=O)c1ccccc1Cl	5	-3	2	-0.2
42	-6	-13	1	-5	17	-3	CC(C)n1c(C(F)(F)F)nc2cc(C(=O)N3CCOCC3)ccc21	1	1	0	-0.1
43	-2	5	0	-9	-1	1	COC(CNC(=O)C1CCCN1C(=O)OCc1ccccc1)OC (centres undefined)	5	9	-2	0.0
44	1	12	1	-1	-2	0	OCCNc1nc(-c2ccccc2)c2cc(Br)ccc2n1	-6	5	-3	-2.9
45	1	0	2	-6	-1	0	C=CCCCCCCCCC(=O)Nc1c[nH]c(=O)[nH]c1=O	-4	3	-1	-0.2
46	-1	-4	-2	5	-1	2	CC(=O)N/C(=C\c1ccccc1Cl)C(=O)O	-8	8	-2	0.5
47	4	-1	2	7	1	-5	c1ccc(-c2nnc(N3CCOCC3)c3ccccc23)cc1	7	-4	-8	0.4
48	-3	1	-2	0	-1	1	COc1cc(/C=N\Nc2ccc([N+](=O)[O-])cc2)ccc1OCC(=O)Nc1ccc(C)c(C)c1	-1	4	-2	0.2

Pulled one by one from the entries so far, 3 records:
entry	PRMT1 inh	TDP2 inh	LEDGF integ inh	DDE Tn7 FP inh	UHRF1 binding	SIAE primary	SMILES	MBD2 inh	TCR CD3 inh	Tn6 DDE FP	proKLK7 act
44	1	12	1	-1	-2	0	OCCNc1nc(-c2ccccc2)c2cc(Br)ccc2n1	-6	5	-3	-2.9
38	-1	-14	7	6	-3	13	O=C(CN1C(=O)c2ccccc2C1=O)Nc1ccccc1N1CCOCC1	-6	-5	-4	-0.2
47	4	-1	2	7	1	-5	c1ccc(-c2nnc(N3CCOCC3)c3ccccc23)cc1	7	-4	-8	0.4

Other compounds
entry	PRMT1 inh	TDP2 inh	LEDGF integ inh	DDE Tn7 FP inh	UHRF1 binding	SIAE primary	SMILES	MBD2 inh	TCR CD3 inh	Tn6 DDE FP	proKLK7 act
49	2	-1	1	4	5	-2	COc1ccc(C(=O)NC2(C(F)(F)F)NC(=O)N(CCCc3ccccc3)C2=O)cc1OC (centres undefined)	2	-7	1	0.0
50	2	6	2	-7	0	-2	CCOC(=O)c1c(NC(=O)CSc2nnc3c(n2)[nH]c2ccccc23)sc2c1CCN(C)C2	1	-1	-7	-0.1
51	1	-9	3	3	0	-2	Cc1ccccc1C(=O)NC1CCN(CC(=O)Nc2ccccc2Cl)CC1	-5	-6	-2	0.0
52	0	0	3	-2	-9	5	COc1ccccc1OCCCN1C(=O)C(=O)c2cccc(C)c21	-16	-5	0	-0.3
53	3	-16	-8	1	8	-4	CCOc1ccc(C(=O)NCCc2ccc3c(c2)OCCO3)cc1	5	0	-11	-0.7
54	-2	-1	0	-4	-1	15	CCOC(=O)N1CCC(NC(=O)Cn2cc3c(n2)CCCCC3)CC1	1	-8	-1	-0.4
55	-2	-1	1	-1	-4	-8	N#Cc1c(N)n(-c2ccc(N)cc2)c2nc3ccccc3nc12	-3	8	9	0.1
56	6	9	-3	-1	0	9	CSc1ccc(/C=C(/NC(=O)c2ccco2)C(=O)N2CCOCC2)cc1	7	1	1	-0.8
57	-2	6	-1	0	-4	1	CCN(Cc1ccccc1)C(=O)COC(=O)c1cnc(C)cn1	1	-1	0	0.8
58	-1	-14	-2	1	-1	-5	CC1=CSC2=NC(C(F)(F)F)(C(F)(F)F)NC(=O)N12	-6	2	6	0.0

Assay outcomes (PubChem BioAssay)
